iPSC survival up: hiPSC single-cell survival enhancement | ATPlite luminescence; 100% = ROCK inhibitor wells, 0% = DMSO | survival enhancement, % at 20 µM | 360,000 tested, 0.044% active | AID 602274; in the data active = survival enhancement above about 18%;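 also: cells exposed to compounds for 16 hours before the ATP read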
Shn3 3UTR inh: reduces Shn3 3'UTR luciferase signal in osteoblasts; Clone20 osteoblast Shn3 3'UTR firefly luciferase, 24 h; inhibition, % at 12.5 µM; 360,000 tested, 0.52% active; AID 588674;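 active = mean inhibition of at least 75% with every replicate also reaching 75%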;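 also: 0% = median of neutral control wells and 100% = pilot-screen positive control compound; some compounds past the cut are filed as inactive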
Peg3 promoter: inhibitors of Peg3 promoter. AID 588405. inhibition, % at 20 µM. HeLa PEG-Prom luciferase reporter, luminescence, overnight. 360,000 tested, 1.7% active;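 active = inhibition of at least 50% at 20 µM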
MITF TRPM1 inh: MITF TRPM1 promoter inhibition in SK-MEL-5 cells | inhibition, % at 12.5 µM | AID 488899 | 330,000 tested, 0.83% active | SK-MEL-5 TRPM1 promoter luciferase, 24 h;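 active = mean inhibition across replicates of 60% or more, whatever share of single replicates reaches that level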; also: values of inactives mirror those of a sister screen read the other way
NR2E3 ag-1: activates human NR2E3 receptor; Q9Y5X4; AID 602229; CHO-S Gal4-NCOR/VP16-NR2E3 two-hybrid, luciferase; inhibition of corepressor binding, % at 3.98 µM; 360,000 tested, 0.35% active;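 active = inhibition above the mean of all tested compounds plus 3 SD, cut at about 70% in these data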;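 also: 0% = DMSO with NR2E3 transfected cells and 100% = cells lacking NR2E3 construct; higher means lower luciferase signal from less NR2E3 corepressor binding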
PDI inh: inhibitors of human protein disulfide isomerase | P07237 | PDI insulin aggregation turbidity, A650, 90 min | inhibition, % at 10 µM | 350,000 tested, 0.052% active | AID 588391;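 active = mean inhibition across replicates of 30% or more, whatever share of single replicates reach that level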;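 also: absorbance from insulin aggregation driven by PDI reduction with DTT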
Target sequence (P07237 whole entry, looked up): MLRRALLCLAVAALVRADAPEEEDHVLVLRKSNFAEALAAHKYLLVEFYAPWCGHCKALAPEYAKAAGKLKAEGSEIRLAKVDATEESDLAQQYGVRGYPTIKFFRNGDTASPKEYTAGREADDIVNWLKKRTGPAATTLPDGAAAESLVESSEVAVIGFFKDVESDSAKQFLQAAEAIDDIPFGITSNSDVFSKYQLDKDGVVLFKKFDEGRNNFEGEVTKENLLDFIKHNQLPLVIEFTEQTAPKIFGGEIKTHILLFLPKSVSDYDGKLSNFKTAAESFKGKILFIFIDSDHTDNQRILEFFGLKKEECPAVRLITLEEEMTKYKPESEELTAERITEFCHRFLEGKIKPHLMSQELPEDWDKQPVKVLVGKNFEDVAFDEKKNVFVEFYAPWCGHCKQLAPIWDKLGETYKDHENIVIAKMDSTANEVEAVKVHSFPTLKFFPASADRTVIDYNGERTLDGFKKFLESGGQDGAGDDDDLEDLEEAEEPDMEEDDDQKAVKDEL
HTR2A ag: mouse HTR2A agonism via beta-arrestin recruitment | activation, % at 7.6 µM | CHO-K1 mHTR2A beta-arrestin complementation, luminescence; percent of 30 µM serotonin response | 360,000 tested, 0.66% active;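 active = activation above a run cutoff, the mean activation of all tested compounds plus 3 SD, cut at about 14% in these data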;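 also: 0% = plate median of compound wells and 100% = 30 µM serotonin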
Target sequence (P35363 whole entry, looked up): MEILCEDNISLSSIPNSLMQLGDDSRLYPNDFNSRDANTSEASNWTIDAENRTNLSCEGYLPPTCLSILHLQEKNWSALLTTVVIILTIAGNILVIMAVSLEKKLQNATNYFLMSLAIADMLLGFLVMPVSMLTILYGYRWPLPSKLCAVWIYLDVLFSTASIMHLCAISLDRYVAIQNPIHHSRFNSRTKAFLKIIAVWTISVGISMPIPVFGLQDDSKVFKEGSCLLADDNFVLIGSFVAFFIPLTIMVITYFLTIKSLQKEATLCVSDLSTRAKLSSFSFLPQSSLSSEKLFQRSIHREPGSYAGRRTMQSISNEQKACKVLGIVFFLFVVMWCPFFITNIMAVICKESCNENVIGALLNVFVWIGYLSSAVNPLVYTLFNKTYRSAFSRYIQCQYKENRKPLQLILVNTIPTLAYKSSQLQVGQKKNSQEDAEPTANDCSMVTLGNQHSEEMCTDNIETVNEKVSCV
HIF-2a block: blocks HIF-2a reporter activity | inhibition, % at 18.8 µM | 786-0 RCC cells HIF-2a reporter, luciferase luminescence, overnight | 360,000 tested, 0.72% active;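 active = inhibition of the luminescence signal of 40% or more relative to plate controls, in a single-dose primary screen at 18.75 µM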
CaV13 ICDI inh: Disruptors of the CACNA1D IQ motif to Ca2+-dependent inactivation inhibitor domain association, primary screening, Förster resonance energy transfer in intact living … | 340,000 tested, 0.098% active | AID 743397 | inhibition, % at 12.3 µM | HEK cells, CFP/YFP FRET ICDI-IQ, plate reader, 10 min; percent FRET-ratio fall versus neutral wells;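 active = mean replicate inhibition of at least 30% and at least 1% of replicates passing that level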;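 also: 0% = median of the neutral control wells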
Cardio protect: protects H9c2 cardiomyocytes from peroxide injury. protection from H2O2 cell death, % at 20 µM. H2O2 injury protection, ATPLite, 2 h. AID 588492. 360,000 tested, 0.63% active;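 active = compounds giving at least 50% protection of heart cells from peroxide-induced death in the single-dose screen, raw or plate-pattern-corrected value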;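 also: 0% = DMSO wells with peroxide and 100% = DMSO wells without peroxide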
NR2E3 ag-2: NR2E3 (human) agonism; GST-NR2E3/biotin-RetCOR TR-FRET, 1536-well; AID 2300; inhibition of corepressor binding, % at 4.78 µM; 320,000 tested, 0.12% active;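 active = percent inhibition above the cutoff of mean plus 3 SD of all tested compounds, set per screening campaign, cut at about 20% in these data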;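 also: 0% = DMSO wells and 100% = biotin wells as full block of FRET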
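Test system: GST-NR2E3 and biotin-RetCOR proteins | Quantity: 1.35 nM GST-tagged NR2E3 final | Medium: Tris pH 7.5 | Also added: 7 nM biotin-RetCOR | Dosing: Compound at 4.8 µM, single dose | Timing: 5 h at 4 °C | Detection: Time-resolved FRET | Read-out basis: Percent inhibition | Benchmarks: Biotin wells as high control, 0.6% DMSO wells as low control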
Active calls of the source: *; . = not tested or not shown; & = joins results of further samples.

Second line of a record: iPSC survival up	Shn3 3UTR inh	Peg3 promoter	MITF TRPM1 inh	NR2E3 ag-1	PDI inh	HTR2A ag	HIF-2a block	CaV13 ICDI inh	Cardio protect	NR2E3 ag-2
- CN(C(=O)c1cc([N+](=O)[O-])ccc1NCc1cccnc1)c1ccccc1
 : -0.2	8	16	-16	-11	-1	1	1	-1	7	1
- CCOC(=O)C(=CNc1ccc(C#N)cc1)C(=O)OCC
 : 0.2	-5	4	-1	15	5	9	5	-6	0	-1
- O=C(COC(=O)Cn1cnc2ccccc21)NCCc1ccccc1
 : 4.8	-10	6	1	-7	-3	-2	13	0	2	-1
- CCC(=O)Nc1ccc2c(c1)nc(CN1CCCCC1)n2C
 : -0.2	8	8	1	-10	-3	2	19	-4	2	0
- C=C(C)CNC(=S)N1CCN(C(c2ccccc2)c2ccccc2)CC1
 : -0.8	-3	20	15	-9	-3	-3	11	-3	-7	2
- NC(=O)c1ccccc1N=Cc1ccc2ccccc2c1
 : -1.5	-118	-158	-16	-116	13	0	-196	-3	1	-1
- Cc1cc(C)nc(N/N=C/c2sccc2C)n1
 : 1.5	-32	-105	-37	-27	-1	4	-132	-2	-1	-1
- Cc1ccccc1NC(=O)Cc1nc(COC(=O)c2nccnc2N)cs1
 : 7.2	-7	9	.	-15	13	-15	18	19	12	.
- O=C(Nc1ccc(S(=O)(=O)N2CCOCC2)cc1)c1ccccc1Br
 : -0.8	17	15	-13	1	5	-3	11	5	4	-1
- O=C(NCCCn1ccnc1)c1cn(-c2ccccc2)nc1-c1ccccc1
 : -1.7	3	-23	-10	-17	-6	-5	-67	-8	-7	2
- COC(=O)c1cc(C(=O)OC)n(Cc2ccc(C)cc2)c1C
 : 0.3	-9	-24	-8	16	12	-8	-13	2	-6	2
- COc1ccc(-c2nn3cnnc3s2)cc1OC
 : -0.2	1	9	-4	-28	-10	2	7	-4	-2	2
- C=CCOC(=O)C1=C(C)NC(SCC(=O)N(CC)CC)=C(C#N)C1c1ccco1 (stereo not drawn)
 : 5.1&4.9	2&15	5&30	-3&10	-17&-55	1&-16	-2&-5	6&6	-20&-5	3&-2	3
- N#C/C(=C/c1ccc(OC(=O)c2ccc(Br)s2)cc1)c1nc2ccccc2[nH]1
 : -0.1	-23	-74	-61	-83	-6	1	-44	-6	0	.
- Cc1cc(C)nc(N/N=C/c2ccc3c(c2)OCCO3)n1
 : 0.4	-7	-86	-25	-3	12	-1	-109	-3	34	1
- NC(=O)C1=C[C@H](c2ccc(Br)cc2)C[C@H](OCc2ccc(CO)cc2)O1
 : 3.4	-13	-242	-54	-96	-3	-5	-183	-1	3	0
- O=C(O)c1c[nH]c(=S)n1-c1ccc(F)cc1
 : 0.4	-21	2	-10	-26	-8	-1	19	.	0	6
- CC(=O)c1cc2c(cc1NC(=O)CN1Cc3ccccc3C1=O)OCO2
 : -0.6	15	-5	20	4	-3	-1	19	-7	-1	-1
- O=C(NC(=S)Nc1cccc(S(=O)(=O)NC2=NCCC2)c1)c1cc(-c2ccco2)nc2ccccc12
 : -0.7	-14	-8	50	-2	-2	-2	-6	-6	4	-1
- COc1ccc(CN(C(=O)c2snc(C(N)=O)c2N)C(C)C(=O)NCc2ccc(F)cc2)cc1 (stereo not drawn)
 : 0.6	4	11	7	4	-4	-3	12	-2	3	1
- O=C(COC(=O)c1ccccc1Cl)Nc1ccc2[nH]c(=O)[nH]c2c1
 : -0.4	0	7	9	6	-4	-6	10	-6	12	1
- COc1ccc(NC(=O)Cc2nnc(SCC(=O)c3ccccc3)n2C)cc1
 : -0.3	16	12	-9	7	1	-2	6	-3	2	1
- O=C(Nc1cc(S(=O)(=O)N2CCOCC2)ccc1N1CCCCC1)c1cc(-c2ccccn2)nc2ccccc12
 : 0.7	18	13	-2	17	-10	-2	11	-7	64*	0
- c1ccc(-c2cncnc2)cc1
 : -1.4	-10	2	-2	-11	-2	5	10	-9	3	4
- O=C(N1CCOCC1)N(Cc1ccco1)CC1CCCO1 (stereo not drawn)
 : -2.4	-11	17	1	-32	-2	4	16	-3	2	2
- Cn1c(SCC(=O)NCc2ccc3c(c2)OCO3)ncc(C(=O)Nc2ccc(F)cc2)c1=O
 : -0.3	-15	-4	24	-12	-7	6	1	-4	-5	1
- Cc1ccc(Nc2nc(-c3ccccc3)cs2)nc1
 : -0.7	14	-142	-1	-173	1	1	-75	-5	-18	.
- c1ccc(Oc2cc(-n3cncn3)ncn2)cc1
 : -0.4	-66	-91	-18	-34	-7	-2	-85	-5	0	3
- NC(N)=N/N=C/c1ccc(Cl)cc1Cl
 : -0.1	15	69*	13	-25	4	-6	-46	-5	0	3
- CCc1nc2ccccc2nc1N1CCN(S(=O)(=O)c2ccc(Cl)cc2)CC1
 : -0.1	9	3	-4	-28	-1	4	19	-5	7	0
- Cc1ncc([N+](=O)[O-])n1CCOC(=O)NC(Nc1ccc(F)cc1)C(Cl)(Cl)Cl (stereo not drawn)
 : -0.5	11	-6	11	22	0	4	5	-6	-7	2
- Clc1ccc(-n2nnnc2-c2cnc3ccccc3c2-c2ccccc2)cc1
 : 0.6	14	33	-6	-4	-2	-1	26	-20	-1	4
- COc1ccc(C(C)=O)cc1COC(=O)CCNS(=O)(=O)c1ccc(C)cc1
 : 0.9	-3	-4	4	11	-2	-3	4	-6	-4	0
- CCN1C(=O)c2ccc(C(=O)O)cc2C1=O
 : 0.7	5	-2	-3	15	-3	0	8	0	2	2
- COc1ccc(N2CC(C(=O)N/N=C/c3ccc(C)cc3)CC2=O)cc1 (stereo not drawn)
 : -1.9	17	31	20	-36	1	-1	20	-6	-4	-2
- CCn1c(=NC(=O)COc2ccccc2)sc2cccc(F)c21
 : -0.1	-5	-55	-24	-19	9	3	-110	-6	-9	3
- COc1ccc(S(=O)(=O)N2CCCCC2c2cc(C(=O)NC(C)C)no2)cc1 (stereo not drawn)
 : 0.3	5	-6	.	-8	-11	-6	-4	-18	2	.
- CNC(=O)CN1C(=O)NC(Cc2c[nH]c3ccccc23)C1=O (stereo not drawn)
 : 0.5	3	20	-8	12	4	0	5	-13	-2	3
- Cc1cccc(-c2nnn(CC/C(N)=N/O)n2)c1
 : -0.4	-57	-83	-7	-19	-4	1	-69	-5	-4	3
- Cc1cccc(NC(=O)Cn2cnc3ccc(S(=O)(=O)N4CCC(C)CC4)cc3c2=O)n1
 : -3.7	0	10	9	-6	9	3	17	.	2	-2
- COc1ccc(OC)c(Nc2ncnc3ccc(Br)cc23)c1
 : -0.4	9	37	-4	3	3	-3	33	-5	-6	-1
- Cc1ccc(NC(=O)c2cc(C(=O)c3cc(Cl)ccc3O)cn(-c3ccc(C)cc3)c2=O)cc1
 : -1.2	16	45	7	22	-3	3	-3	-6	-13	-1
- Cc1c(-c2ccccc2)nc(N)c(C#N)c1-c1cccs1
 : -0.7	11	13	4	-18	8	2	12	-3	-7	0
- CC(=O)N(/N=C1\Sc2ccccc2C1=O)c1ccccc1
 : -3.9	-70	-263	12	-17	5	-4	-253	.	-22	.
- CC(C)c1nc(SCC(=O)c2ccc(F)cc2)c2ccccc2n1
 : 2.1	26	-18	1	8	-5	-3	-17	6	-5	0
- CCCCCCCCC#Cc1nc(C)ccc1OC
 : 5.5	6	16	22	0	1	-1	17	-6	-15	.
- COC(C#CCCN(C)C)(c1ccccc1)c1ccccc1
 : -0.6	24	7	-10	4	23	0	9	-18	0	-1
- CCOC(=O)CNC(=O)c1sc(NC(=O)c2ccccc2)nc1C
 : -2.4	-32	-31	-9	49	-6	2	-48	-4	-3	-1
- C=CCNc1nc2ccccc2nc1NS(=O)(=O)c1ccc(Cl)cc1
 : -0.7	-5	27	4	23	6	2	18	-21	-8	2
- COc1cccc(-c2nn(-c3ccc(C)cc3)cc2C(=O)NCC2CCCO2)c1 (stereo not drawn)
 : 0.2	-19	-37	-11	10	-3	-2	-70	-6	-2	0

Next part:
Second line of a record: iPSC survival up	Shn3 3UTR inh	Peg3 promoter	MITF TRPM1 inh	NR2E3 ag-1	PDI inh	HTR2A ag	HIF-2a block	CaV13 ICDI inh	Cardio protect	NR2E3 ag-2
- O=C(CSc1nc(=O)n(CCCN2CCOCC2)c2c1CCCC2)Nc1ccc(F)c(F)c1
 : 0.5	11	16	4	-22	-2	-6	17	-5	1	-1
- CCC(NC(=O)CCc1nnc(-c2cc(C)on2)o1)C12CC3CC(CC(C3)C1)C2 (stereo not drawn)
 : -0.1	-26	-34	-13	-20	-5	-3	-100	-6	2	-4
- Cc1ccc(C(=O)NC2CCCCCCC2)cc1S(=O)(=O)N1CCOCC1
 : 1.2	-27	-178	-75	-64	2	-2	-126	.	-8	.
- CC(C)CCOCC1CC2(CC(C)(c3csc(N)n3)OC2=O)C(=O)O1 (stereo not drawn)
 : 8.2	-9	17	10	10	0	4	9	.	-4	3
- Cc1cnc(C(=O)OCC(=O)Nc2ccc(Cl)cc2Cl)cn1
 : 3.5	-11	-12	-13	9	6	-2	2	.	-7	4
- Cc1cc(C(=O)N2CCCC(N3CCN(c4cccc(C(F)(F)F)c4)CC3)C2)n[nH]1 (stereo not drawn)
 : -0.5	-9	10	5	-15	2	-7	-10	-7	0	2
- COc1ccc(NC(=O)C2OCCc3ccccc32)c(OC)c1 (stereo not drawn)
 : -2.3	14	-6	-2	-32	-10	-1	-5	-2	-1	-2
- O=C(/C=C/c1ccco1)NCc1ccccn1
 : 2.2	-1	7	8	-5	-1	5	5	-20	9	-1
- CC1(c2nnc(-c3ccc(Cl)cc3)o2)CC(c2ccc([N+](=O)[O-])cc2)=NO1 (stereo not drawn)
 : -1.1	-23	-10	-3	-18	-6	-3	2	-11	-5	-1
- CN(C)S(=O)(=O)c1cccc(COC(=O)CCNC(=O)c2ccc([N+](=O)[O-])cc2)c1
 : -0.5	-14	0	.	-15	-1	7	-2	-5	-2	-1
- COc1ccc(OCC(=O)NNC(=O)c2ccc(-c3ccccc3)cc2)cc1
 : -3.9	1	4	2	-17	1	-2	8	-5	-6	3
- O=C(COc1ccccc1Cc1ccccc1)Nc1cccnc1
 : -1.4	-1	28	9	-2	-3	6	-3	-14	-2	-1
- CC(C)c1ccc(OCC(=O)N2CCN(C(=O)c3ccco3)CC2)cc1
 : -0.3	6	2	-2	-16	3	-5	-6	.	3	.
- O=C(NCC1CCN(C(=O)c2ccc([N+](=O)[O-])cc2)CC1)c1ccc([N+](=O)[O-])cc1
 : 0.5	12	10	5	-4	-10	-4	10	-4	-4	3
- O=S1(=O)NC(=NCCOCCO)c2ccccc21
 : -1.6	-7	2	8	-31	-2	2	6	7	-6	0
- CC(C)(C)OC(=O)CC12CCCCC1NC(=O)O2 (stereo not drawn)
 : 1.6	-21	-11	.	-3	-2	6	-1	-6	3	1
